# Compound activity deposited in PubChem by several laboratories.
# CAL PDZ FP-1: human CAL PDZ-peptide interaction inhibition; Q9HD26; AID 504414; purified CAL PDZ, TMR-peptide fluorescence polarization, 1 h; inhibition, % at 20 µM; actives 0.02% (n = 330,000);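 active means highest replicate inhibition of at least 40%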;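 further: plate controls were DMSO neutral control wells for no effect and unlabeled competitor peptide control wells for full effect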
#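 System: purified tagged CAL PDZ domain construct (CerCALP). Schedule: 1 h incubation at room temperature before polarization reading. Medium: 25 mM sodium phosphate pH 7.4, 150 mM NaCl, TCEP, IgG, Thesit. Read-out: percent inhibition from loss of millipolarization. Measured by: FP readout, S and P plane fluorescence. Probe or stimulus: fluorescent TMR peptide probe.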
# V-ATPase pHluor: alters yeast V-ATPase proton transport; S. cerevisiae, pHLuorin cytosolic pH fluorescence; response, % at 10 µM; actives 0.37% (n = 350,000); in the data active means response mostly above about 7.3%, no sharp cut-off; inactive means mostly below about 5.4%; further: actives read high; inactives centre near 0; some compounds called inactive have numbers as strong as hits; reference of the scale not given here
# Rtt109 HAT inh: inhibitors of Candida albicans Rtt109/Vps75 histone acetyltransferase; AID 540336; Q5AAJ8; actives 0.16% (n = 330,000); purified Rtt109/Vps75, ThioGlo CoA-SH fluorescence, 4 h; inhibition, % at 34.9 µM;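 active means inhibition of at least 50% in every replicate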
# Wnt act: Wnt/beta-catenin pathway activation; Wnt/beta-catenin reporter cell assay, activator, plate reader; activation, % at 9.35 µM; actives 1.2% (n = 300,000); in the data active means activation above about 30%, passing the limit was not always enough;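 further: 0% = neutral control wells and 100% = positive control wells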
# MITF TRPM1 HTS: activators of MITF-driven TRPM1 promoter activity in SK-MEL-5 cells; SK-MEL-5 TRPM1-promoter luciferase, 24 h; % of positive control, neutral wells = 0; activation, % at 12.5 µM; actives 0.75% (n = 300,000); AID 588334;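 active means mean activation of at least 80% with every replicate also reaching 80%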;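 further: 0% = neutral control wells and 100% = parthenolide positive control wells; values of inactives mirror those of a sister screen read the other way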
# RTF Ca sens act: increases calcium sensitivity of human cardiac regulated thin filaments; P19429+P45379; IANBD-labeled TnC RTF fluorescence at EC20 calcium; 0% EC20 calcium, 100% full calcium; activation, % at 7.2 µM; actives 0.24% (n = 340,000); AID 493008;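 active means activation above the mean over all tested compounds plus 3 SD, cut at about 30% in these data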;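 further: rise in fluorescence read as greater calcium sensitivity of cardiac thin filaments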
# dFosB act: enhances mouse delta FosB homodimer DNA binding; activation, % at 25 µM; actives 0.99% (n = 340,000); purified delta FosB, TAMRA-CDK5 oligo fluorescence polarization; percent of positive-control signal above neutral wells; P13346;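 active means mean activation above about 17%, with every replicate also reaching it, limit read from the data, passing the limit was not always enough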;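 further: fluorescence polarization rise as delta FosB binds a TAMRA Cdk5 AP-1 oligo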
# Target sequence (P13346 whole entry, looked up): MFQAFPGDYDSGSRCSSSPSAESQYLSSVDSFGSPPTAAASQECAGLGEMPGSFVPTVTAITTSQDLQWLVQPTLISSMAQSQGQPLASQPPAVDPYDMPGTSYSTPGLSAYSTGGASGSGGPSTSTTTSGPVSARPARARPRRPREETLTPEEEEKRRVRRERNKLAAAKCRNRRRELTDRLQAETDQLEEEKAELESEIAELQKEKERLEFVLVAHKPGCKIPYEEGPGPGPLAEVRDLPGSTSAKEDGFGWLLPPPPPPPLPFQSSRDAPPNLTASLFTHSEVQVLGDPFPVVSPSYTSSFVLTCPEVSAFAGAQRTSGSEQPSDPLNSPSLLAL
# CAL PDZ FP-2: blocks peptide binding to the human CAL PDZ domain; actives 0.92% (n = 300,000); inhibition, % at 24.9 µM; AID 602252; purified CAL PDZ, TMR-peptide fluorescence polarization, 1 h; Q9HD26;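 active means mean inhibition of at least 30% with at least half of replicates also reaching 30%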;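 further: 0% = DMSO neutral control and 100% = excess unlabeled competitor peptide PRC23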
# Tat transport: inhibitors of E. coli Tat protein transport | E. coli MC4100 TorA-mCherry Tat export, fluorescence | inhibition, % at 10 µM | actives 0.036% (n = 340,000) | AID 488895;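 active means mean replicate inhibition at least 50% and at least half of replicates individually reaching 50%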;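 further: exported cargo escapes ClpAP degradation while cytoplasmic cargo is degraded and loses fluorescence; 0% = median of neutral control wells and 100% = median of NaSCN control wells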
# CDK5 inh: inhibitors of human CDK5/p35 kinase; Recombinant CDK5/p35, ADP-Glo luminescence, 60 min; actives 0.01% (n = 330,000); Q00535+Q15078; inhibition, % at 10 µM;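 active means highest replicate inhibition of at least 50% and at least 75% of replicates reaching 50%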;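 further: plate controls were DMSO neutral control for no effect and GW8510 at 10 µM for full effect; many of its hits are not listed in these tables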
# Target sequence (Q00535 whole entry, looked up): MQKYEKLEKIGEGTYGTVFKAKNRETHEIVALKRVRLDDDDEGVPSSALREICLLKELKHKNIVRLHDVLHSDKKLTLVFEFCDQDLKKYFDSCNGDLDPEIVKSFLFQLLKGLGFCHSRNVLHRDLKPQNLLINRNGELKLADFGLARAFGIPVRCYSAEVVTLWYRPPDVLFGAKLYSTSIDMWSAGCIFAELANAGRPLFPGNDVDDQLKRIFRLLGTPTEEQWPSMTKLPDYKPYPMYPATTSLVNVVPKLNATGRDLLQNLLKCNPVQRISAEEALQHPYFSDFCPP
# Target sequence (Q15078 whole entry, looked up): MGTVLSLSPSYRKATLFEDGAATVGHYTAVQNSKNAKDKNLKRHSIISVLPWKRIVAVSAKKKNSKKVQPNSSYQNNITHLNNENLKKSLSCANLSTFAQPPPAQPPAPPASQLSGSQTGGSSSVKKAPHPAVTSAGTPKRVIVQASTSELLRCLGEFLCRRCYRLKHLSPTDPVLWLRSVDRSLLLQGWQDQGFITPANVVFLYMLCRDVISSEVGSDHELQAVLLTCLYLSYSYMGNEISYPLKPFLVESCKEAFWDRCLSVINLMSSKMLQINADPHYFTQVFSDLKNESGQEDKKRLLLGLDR
# Active calls of the source: *; nt = not tested or not shown.
canonical_smiles	Wnt act	MITF TRPM1 HTS	CDK5 inh	Rtt109 HAT inh	V-ATPase pHluor	CAL PDZ FP-2	CAL PDZ FP-1	Tat transport	RTF Ca sens act	dFosB act
Clc1cccc2sc(N3CCN(c4ccccc4)CC3)nc12	9	-4	2.1	0	0	-2	-0.4	6	1	-1
O=C(CN1C(=O)CCS(=O)(=O)c2ccccc21)NCc1ccc2c(c1)OCO2	nt	4	0.3	5	2	-3	-0.2	2	1	5
C=CCn1c(SCC(=O)N2CCOCC2)nc2ccccc2c1=O	-1	-3	-8.8	-6	3	0	-1.9	8	-2	-12
CC1CCc2c(sc(NC(=O)c3c([N+](=O)[O-])cnn3C)c2C(N)=O)C1 (stereo not given)	1	-2	1.3	-6	0	2	1.0	1	-2	4
O=C(NCCc1ccccc1)c1nc(CS(=O)(=O)c2ccc(Cl)cc2)no1	-3	1	0.1	0	-7	8	-2.6	-8	-7	-3
Cc1ccc(-n2c(Cc3cccs3)nnc2SCC(=O)Nc2ccc(F)c(F)c2)cc1	0	0	0.3	12	2	-2	-2.0	5	3	-7
CCOc1ccc(Oc2ccc(C(F)(F)F)cc2NC(=O)C2=COCCO2)cc1	-2	-4	-2.7	-4	10	8	-0.2	8	2	6
COc1ccccc1N1CCN(C(=O)C2CCC(CNS(=O)(=O)c3ccc(NC(C)=O)cc3)CC2)CC1 (stereo not given)	0	-3	-0.7	-3	4	-1	-0.4	-5	-4	-5
O=C(CSc1nc(-c2ccccc2)nc2ccc(F)cc12)Nc1cccc(C(=O)O)c1	0	-1	0.1	2	-2	-6	-1.5	-2	-4	-43
CCOc1ccc(Cl)cc1S(=O)(=O)N1CCC(C(=O)NCc2cccnc2)CC1	-1	8	0.8	-2	3	-7	-0.4	-3	-4	-8
CCCCn1c(N)c(N(CCOC)C(=O)c2ccc(C)c(S(=O)(=O)N3CCOCC3)c2)c(=O)[nH]c1=O	2	2	-2.6	-3	4	0	-1.1	1	1	1
N=C1C(c2ccccc2)=C(O)CN1c1cccc(S(=O)(=O)NCc2ccco2)c1	0	4	-0.7	24	-1	nt	-0.8	-5	-1	2
O=C(Nc1ccc(OCC(=O)N2CCOCC2)cc1)c1cccc(Cl)c1	5	19	-0.9	-1	2	-4	-1.4	-6	-4	-2
CCCCC(=O)NC(c1cccs1)c1cc(Cl)c2cccnc2c1O (stereo not given)	-5	-48	-1.6	0	-1	6	-1.1	-5	5	-11
CC(=O)c1ccc(N2CCN(C(=O)c3cc(-c4cccnc4)nc4ccc(Br)cc34)CC2)cc1	-3	5	-0.9	-1	3	-3	-1.2	4	1	-10
COc1ccccc1NC(=O)/C=C/c1ccc(OC)c(S(=O)(=O)N2CCOCC2)c1	-4	2	1.0	1	2	-4	-6.2	-6	5	-9
COc1cccc(C(=O)Nc2cccc(C(C)=O)c2)c1	1	50	1.5	-8	3	nt	-1.2	-9	-4	-8
COC(=O)c1cc(NC(=O)C2COc3ccccc3O2)cc(C(=O)OC)c1 (stereo not given)	nt	-3	0.2	15	10	nt	-2.1	-7	-2	-14
COc1cccc(CC(=O)OCC(=O)NC2(C#N)CCCCC2)c1	0	5	1.6	-7	-2	2	-1.5	6	4	-2
COc1ccc([C@H]2[C@@H](C#N)[C@H](C#N)N3CCCN23)cc1	7	nt	0.6	4	3	-1	-1.6	20	7	-3
Cc1ccc(SCC(=O)NCCN2C(=O)CSC2=O)cc1C	nt	7	0.4	6	1	nt	0.1	1	-1	3
CN(C)c1ccc(Nc2cc(Cl)ncn2)cc1	4	nt	-0.3	0	-2	-2	-0.3	-6	-1	1
Cc1noc(C)c1CSCC(=O)N(C)CC(=O)Nc1ccc(Cl)c(Cl)c1	-3	1	-0.6	-2	-4	-3	-2.1	-2	-3	-9
COc1ccc(COc2cc(-c3cccc(OC)c3)nc3ccc(NC(C)=O)cc23)cc1	5	15	1.0	0	4	8	-2.6	2	-3	0
COc1ccccc1N1CCN(C(=O)CCNS(=O)(=O)c2ccc3c(c2)CCC(=O)N3)CC1	nt	nt	2.2	2	-2	-4	0.5	-5	-1	-4
COc1ccc(Cl)cc1Nc1nc2ccc(C)cc2n2cnnc12	9	11	1.6	-4	1	nt	-0.2	-1	2	8
CCOC(=O)c1cc(C(=O)c2cc(Cl)ccc2O)coc1=N	-1	-1	2.2	-21	0	-4	-1.0	-7	3	-3
COc1cc(C(=O)NCCCn2ccnc2)cc(OC)c1OC	0	7	-0.9	10	6	-4	-1.9	-1	-6	-7
COc1ccc(N(Cc2cc3ccccc3[nH]c2=O)S(C)(=O)=O)cc1	-3	-6	-1.7	12	-3	2	-0.5	-11	-4	-4
COc1cccc(N(CC(=O)NCC2CCCO2)C(=O)CCC(=O)Nc2nccs2)c1 (stereo not given)	-2	-10	-1.1	-5	1	-3	0.7	5	-5	0

# Arranged by length of the SMILES (high to low): some entries from above.
canonical_smiles	Wnt act	MITF TRPM1 HTS	CDK5 inh	Rtt109 HAT inh	V-ATPase pHluor	CAL PDZ FP-2	CAL PDZ FP-1	Tat transport	RTF Ca sens act	dFosB act
COc1ccccc1N1CCN(C(=O)CCNS(=O)(=O)c2ccc3c(c2)CCC(=O)N3)CC1	nt	nt	2.2	2	-2	-4	0.5	-5	-1	-4
COc1ccc(COc2cc(-c3cccc(OC)c3)nc3ccc(NC(C)=O)cc23)cc1	5	15	1.0	0	4	8	-2.6	2	-3	0
COc1cccc(N(CC(=O)NCC2CCCO2)C(=O)CCC(=O)Nc2nccs2)c1 (stereo not given)	-2	-10	-1.1	-5	1	-3	0.7	5	-5	0
COc1ccc([C@H]2[C@@H](C#N)[C@H](C#N)N3CCCN23)cc1	7	nt	0.6	4	3	-1	-1.6	20	7	-3
COC(=O)c1cc(NC(=O)C2COc3ccccc3O2)cc(C(=O)OC)c1 (stereo not given)	nt	-3	0.2	15	10	nt	-2.1	-7	-2	-14
COc1ccc(N(Cc2cc3ccccc3[nH]c2=O)S(C)(=O)=O)cc1	-3	-6	-1.7	12	-3	2	-0.5	-11	-4	-4
COc1cccc(CC(=O)OCC(=O)NC2(C#N)CCCCC2)c1	0	5	1.6	-7	-2	2	-1.5	6	4	-2
COc1ccc(Cl)cc1Nc1nc2ccc(C)cc2n2cnnc12	9	11	1.6	-4	1	nt	-0.2	-1	2	8
Cc1ccc(SCC(=O)NCCN2C(=O)CSC2=O)cc1C	nt	7	0.4	6	1	nt	0.1	1	-1	3
COc1cccc(C(=O)Nc2cccc(C(C)=O)c2)c1	1	50	1.5	-8	3	nt	-1.2	-9	-4	-8
CN(C)c1ccc(Nc2cc(Cl)ncn2)cc1	4	nt	-0.3	0	-2	-2	-0.3	-6	-1	1

# Next structures
canonical_smiles	Wnt act	MITF TRPM1 HTS	CDK5 inh	Rtt109 HAT inh	V-ATPase pHluor	CAL PDZ FP-2	CAL PDZ FP-1	Tat transport	RTF Ca sens act	dFosB act
Cc1ccc(NC(=O)CSc2nnc(CNC(=O)c3cccs3)o2)cc1	-2	-11	-1.3	-1	0	-4	-2.9	-3	-8	3
O=C(CSC1=NC(=O)C(Cc2ccccc2)C(=O)N1)NC1CCCCC1 (stereo not given)	12	-8	-3.7	-5	1	1	0.8	6	-4	1
COc1ccc(CCN(C)CC(O)COc2ccc(C(C)=O)cc2OC)cc1OC (stereo not given)	-2	-12	0.9	2	2	-6	-4.1	7	-4	-1
COc1ccc(C(=O)C2CCCN(C(=O)CCC3=NNC(=O)CC3)C2)c(C)c1 (stereo not given)	0	-14	-5.8	2	-2	3	-0.8	-4	7	-2
O=C(CCN1CCCCC1)Nc1ccc(Br)cc1	0	nt	0.6	2	1	-3	-3.4	4	0	-1
CS(=O)(=O)N(CC(=O)NCc1ccncc1)c1cc(Cl)cc(Cl)c1	-5	-3	-0.1	-1	0	0	-1.2	-3	1	-1
Cc1c(NC(=O)C(=O)/C=C(/O)c2ccccc2)c(=O)n(-c2ccccc2)n1C	3	1	0.6	10	3	-4	-2.1	-11	6	-8
Cc1ccc(C)c2c1sc(=NC(=O)CN1C(=O)CCC1=O)n2C	-3	nt	-0.4	4	3	-3	-1.7	7	0	-11
Cc1ccc2nc(-c3ccc(Br)o3)oc(=O)c2c1	nt	-9	0.1	-15	3	nt	-1.2	1	-2	-25
Cc1ccc(S(=O)(=O)N(C)C)cc1NC(=S)NC(C)CCC(C)C (stereo not given)	2	0	nt	14	-2	-6	-0.8	-4	-3	-6
CN(CC(=O)Nc1ccc(F)cc1)C(=O)c1cc(-c2ccco2)nc2ccccc12	-8	-7	0.9	-15	-3	nt	0.3	-1	-15	-18
Cc1ccc(C(=O)NCCCNC(=O)c2ccccn2)cc1	-2	5	1.5	-4	-3	-1	-2.6	-5	0	-2
Cc1ccccc1CN(c1ccc(C(=O)Nc2ccccc2C(=O)NCc2ccco2)cc1)S(C)(=O)=O	nt	-1	0.3	4	-1	-2	nt	0	-5	-9
O=C(N/N=C/c1cccc(Br)c1)c1ccc(Cn2cc(Br)cn2)o1	nt	5	-0.8	-2	-3	-4	-3.8	11	1	-13
O=C(COC(=O)CSc1ccc(Cl)cc1)Nc1ccc2[nH]c(=O)[nH]c2c1	0	-1	-1.1	2	-1	-6	-0.6	-13	1	6
O=C1C2C3C=CC(C4CC34)C2C(=O)N1/N=C/c1ccc([N+](=O)[O-])s1 (stereo not given)	12	20	-2.3	-2	0	-3	-2.5	-1	1	0
N#Cc1ccc(CSCC(=O)NN=C2CCCC2)cc1	0	1	0.1	0	2	-3	-0.7	6	-2	-4
O=S1(=O)CCO[C@H]2Cc3ccccc3[C@H]2N1Cc1cccc(C(F)(F)F)c1	-3	-2	-1.6	8	3	-2	0.3	2	-6	4

# Hits appear at their usual frequency; any-hit rate near 4.1%.
